Compound activity as filed in PubChem.
HIV peptide binding – inhibitors of HIV fusion peptide binding, primary screen, biochemical, uHTS, fluorescence dequenching (AID 1986). cell-free peptide binding, fluorescence dequenching, 30 min; higher % means a stronger effect. one-dose inhibition, % at 20 µM; IC50 in µM for titrated hits. 0.3% of 290,000 active; in the data active = inhibition mostly above about 52%, no sharp cut-off; inactive = mostly below about 76%; also: some results filed as inactive read as strong as hits
NOD1 NF-kB reporter – inhibition of NOD1-driven NF-kB reporter – cell-based, luminescence, uHTS, primary screen (AID 1578) | NOD1-driven NF-kB luciferase reporter cells, luminescence; higher % means a stronger effect | inhibition, % at 4 µM; hits with a dose series show EC50 in µM | 1% of 290,000 active; in the data active = inhibition mostly above about 36%, no sharp cut-off; inactive = mostly below about 34%;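 also: HEK-293T reporter cells stimulated with the NOD1 agonist gamma-tri-DAP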
Myeloid diff 2 – myeloid differentiation induction; ER-HoxA9 myeloid progenitors, lysozyme-GFP differentiation, flow cytometry; calls only at 10 µM; 1% of 360,000 active; AID 624256;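 active = normalized GFP-positive differentiation at or above the plate's own cutoff, the solvent-only control mean plus 3 SD; inconclusive = no clear call, values can overlap the other calls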;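 also: cells exposed to compound for four days before flow analysis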
Siah-1 displacement – Siah-1 peptide-binding antagonists, primary screen, biochemical, fluorescence polarization, rhodamine-plectin, uHTS (AID 1817). one-dose displacement, % at 20 µM; IC50 in µM for titrated hits. Siah-1 / rhodamine-plectin peptide fluorescence polarization; higher % means a stronger effect. 0.02% of 290,000 active;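 active = displacement of at least 50% at 20 µM, with a fluorescence ratio check between 0.3 and a set limit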;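 also: plate controls were Siah plus tracer with DMSO for no effect and tracer alone without Siah for full effect; strong numbers were not always called active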
NOD2 inhibition – NOD2 signaling inhibitors, cell-based, luminescence, uHTS, HEK293 (AID 1566). HEK293 NOD2/NF-kB luciferase reporter, luminescence; higher % means a stronger effect. inhibition, % at 4 µM; hits with a dose series show EC50 in µM. 0.63% of 290,000 active; also: many of its hits are not listed in these tables
LYP inhibition – PTPN22 lymphoid phosphatase activity blockers – biochemical, fluorescence intensity, uHTS (AID 1779) | inhibition, % at 11.5 µM; hits with a dose series show IC50 in µM | 0.054% of 290,000 active | recombinant LYP phosphatase, fluorescence intensity; higher % means a stronger effect;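 also: plate controls were vehicle with enzyme for no effect and no enzyme for full effect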
KOR beta-arrestin-1 – kappa opioid receptor blockers – cell-based, luminescence, uHTS (AID 1778) | KOR beta-arrestin recruitment, luminescence, antagonist mode; higher % means a stronger effect | inhibition, % at 10 µM; hits with a dose series show IC50 in µM | 0.091% of 290,000 active; also: strong numbers were not always called active
Salmonella PhoP GFP – PhoP-dependent GFP reporter repression – Salmonella Typhimurium, primary screen (AID 1863); one-dose inhibition, % at 50 µM; IC50 in µM for titrated hits; 0.16% of 300,000 active; S. Typhimurium PhoP-regulated promoter GFP reporter, 4 h; higher % means a stronger effect;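 active = inhibition over 29.93%, a cutoff 3 SD above the screen mean, later confirmed by dose response; inconclusive = inhibition over 29.93% but no dose response follow-up; inactive = inhibition at most 29.93% or unconfirmed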;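 also: 0% = low Mg2+ inducing control and 100% = high Mg2+ repressing control; strong numbers were not always called active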
KOR beta-arrestin-2 – kappa opioid receptor activators – cell-based, luminescence, uHTS, primary screen (AID 1777) | KOR beta-arrestin recruitment, luminescence; higher % means a stronger effect | one-dose activation, % at 10 µM; EC50 in µM for titrated hits | 0.02% of 280,000 active; in the data active = activation above about 50%, passing the limit was not always enough; also: a part of the inactive calls stands beside numbers as strong as those of hits
Myeloid diff 2 GFP+ MAC1+ % – further read-out of Myeloid diff 2, marked with its call; GFP+ MAC1+ double positive, %; measured here: differentiation confirmed by MAC1 staining
Active calls of the source: *; i = inactive; u = inconclusive; x = not tested or not shown; [ ] = remark or other dose. Rule as the data show it, unless noted: active = inhibition above about 50%; inactive = the rest. Some of the compounds tested; count on the stated rates, not on these rows.

Sequence of screens – HIV peptide binding | NOD1 NF-kB reporter | Myeloid diff 2 | Myeloid diff 2 GFP+ MAC1+ % | Siah-1 displacement | NOD2 inhibition | LYP inhibition | KOR beta-arrestin-1 | Salmonella PhoP GFP | KOR beta-arrestin-2
1	O=C(Nc1ccc(S(=O)(=O)Nc2ncccn2)cc1)c1cc([N+](=O)[O-])ccc1Cl
  2.8% | -25% | i | 0.1 | 1% | 1% | 1% | 6% | -8% | 2.4%
2	Cn1c(=O)c2c(ncn2CC(=O)N2CCN(c3ccc([N+](=O)[O-])cc3)CC2)n(C)c1=O
  -0.3% | 0% | i | 0.3 | 3% | 9% | -1% | x | -2% | x
3	O=c1ccc(C(F)(F)F)cn1Cc1cc(=O)n2ccsc2n1
  -0.2% | -27% | i | 0.1 | -1% | -1% | 1% | -27% | -5% | -5.3%
4	Cc1ccc([N+](=O)[O-])cc1NC(=O)Nc1onc(C)c1C
  1.5% | -3% | i | 0.6 | 5% | 30% | -7% | 32% | 2% | 0.8%
5	O=P(O)(CCc1ccccc1)CN1CCCCC1
  1.2% | -27% | i | 8.7 | 1% | 6% | -4% | -6% | 5% | 4.9%
6	Cc1c(-c2ccc(Cl)cc2)[n+](=O)c(-c2ccccc2)cn1[O-]
  0.4% | -5% | i | 0.2 | 5% | -18% | -4% | 10% | -4% | -2.4%
7	Fc1ccc(-c2nnc(-c3ccc(Cl)cc3)o2)cc1
  2.2% | -68% | i | 12 | 6% | -102% | -6% | 34% | -1% | -4.4%
8	CN(CC(=O)NCc1cccs1)S(=O)(=O)c1cccc2nsnc12
  -2.6% | -14% | i | 1.3 | 1% | 6% | -3% | -21% | 0% | 3.8%
9	COc1ccc(C(C(=O)NC(C)(C)C)N(C(=O)CCC(=O)Nc2cc(C)on2)c2cccc(F)c2)cc1 (stereo not drawn)
  0.3% | 2% | i | 2.5 | 12% | 1% | -3% | 13% | 0% | -3.7%
10	Cc1cc(Sc2nnc(/N=C/N(C)C)s2)c2ccccc2n1
  2.1% | 46%* | u | x | 0% | 18% | 0% | -7% | -3% | 0.5%
11	CCc1ccc(N2CC(C(=O)NC3=NCCS3)CC2=O)cc1 (stereo not drawn)
  3.3% | -11% | i | 1.0 | 1% | 12% | -9% | 14% | -1% | -2.3%
12	c1cc(-c2noc(CCC3CCCC3)n2)ccn1
  2.0% | -22% | i | 1.1 | 9% | -19% | -7% | -8% | -1% | 0.6%
13	Cc1nc(NC(=O)c2ccc(Cl)cc2)nc2cc3c(cc12)OCO3
  4.8% | -15% | i | 1.4 | 20% | 11% | -1% | x | -9% | -1.9%
14	CC1(C)CC(NC(=O)c2coc(=O)c(Br)c2)CC(C)(C)N1
  8.0% | 5% | i | 1.1 | -1% | 19% | -7% | 7% | -4% | 0.1%
15	Nc1nc(SCc2ccc(Br)cc2)n[nH]1
  -0.8% | -7% | i | 0.2 | -1% | -10% | -7% | -32% | 6% | 0.9%
16	Cc1ccc(CN2CCCN(C)CC2)c(C)c1
  2.0% | 13% | i | 0.4 | 17% | -3% | -8% | -70%[20 µM] | -3% | -1.2%
17	CCN(CC)S(=O)(=O)c1ccc(N=N/C(C(C)=O)=C(/C)O)cc1
  -1.1% | 6% | i | 0.7 | 1% | 5% | -4% | 23% | 4% | 1.6%
18	O=C(Oc1ccc(Br)cc1)c1cccnc1
  -0.2% | -1% | i | 1.1 | -2% | 24% | -10% | 6% | 8% | -6.2%
19	COC(=O)N1[C@H](Cc2ccccc2)C=C[C@]1(C)C(=O)O
  1.6% | 34% | i | 2.2 | -8% | 9% | -9% | -21% | -3% | 2.2%
20	CCOC(=O)N1CCC(N2C(=O)c3ccc(C(=O)Nc4ccc(OC)cc4)cc3C2=O)CC1
  4.5% | -16% | i | 0.5 | 0% | -7% | -11% | -12% | -4% | -3.7%
21	COc1cccc(OC)c1C(=O)Nc1ccccc1N1CCCCC1
  0.2% | -9% | i | 0.5 | 3% | -16% | -8% | -4% | 9% | -1.1%
22	O=C(COc1ccc(Cl)cc1)NNC(=S)NCc1ccccc1
  -2.8% | -18% | i | 0.3 | -7% | -21% | -7% | -6% | 9% | -3.4%
23	COc1ccc(C2=Nn3c(nnc3-c3ccc(OC)cc3)SC2)cc1
  -1.1% | -28% | i | 4.7 | 1% | -33% | -5% | -70% | -9% | 2.7%
24	CCCn1nnnc1NCc1ccccc1C
  1.3% | -20% | i | 0.6 | 2% | 5% | -8% | -9% | -1% | 2.6%
25	Cc1nc2ccc(C(=O)Nc3cccc([N+](=O)[O-])c3)cc2s1
  1.0% | 14% | i | 0.2 | 0% | -11% | -4% | -23%[20 µM] | -3% | -3.6%
26	CCN1CCN(c2cc(C)c3cc(NC(=O)Cc4ccccc4OC)ccc3n2)CC1
  1.2% | -31% | i | 0.8 | 0% | 17% | -6% | -30% | 12% | -3.7%
27	CCOC(=O)C1(CCCc2ccccc2)CCN(C(=O)[C@@H]2C[C@@H](C)NC(=S)N2)CC1
  -0.6% | 23% | i | 0.5 | -4% | 2% | -5% | -31% | 3% | 3.8%
28	O=C(COc1ccccc1Cl)NC(=S)Nc1cccc(NC(=O)c2ccccc2Cl)c1
  1.5% | 22% | i | 1.4 | 3% | 2% | 3% | 9% | 2% | 3.6%
29	Cc1c(Cl)c([N+](=O)[O-])nn1CCCC(=O)NCCc1ccccc1
  -0.1% | -50% | i | 0.5 | 8% | -13% | 1% | -2% | 0% | -1.1%
30	COc1ccc(S(=O)(=O)Nc2ccc(OCC(=O)O)cc2)c2ccccc12
  0.2% | x | i | 0.3 | 13% | x | -4% | -29% | 0% | -5.2%

Single entries from the entries so far:
Value of no. 29 under Salmonella PhoP GFP: 0%
Value of no. 5 under LYP inhibition: -4%
Value of no. 18 under Siah-1 displacement: -2%
Value of no. 7 under Myeloid diff 2 GFP+ MAC1+ %: 12
Value of no. 27 under Siah-1 displacement: -4%
Value of no. 28 under NOD2 inhibition: 2%
Value of no. 11 under HIV peptide binding: 3.3%

The list continues:
Key to letters: A = HIV peptide binding; B = NOD1 NF-kB reporter; C = Myeloid diff 2; D = Myeloid diff 2 GFP+ MAC1+ %; E = Siah-1 displacement; F = NOD2 inhibition; G = LYP inhibition; H = KOR beta-arrestin-1; I = Salmonella PhoP GFP; J = KOR beta-arrestin-2
#31 COc1ccc(CCNC(=O)c2ccc3c(=O)n(Cc4ccco4)c(=S)[nH]c3c2)cc1OC
  A = 50% | B = 12% | C = i | D = 0.9 | E = 9% | F = 38% | G = 2% | H = -11% | I = 6% | J = -1.1%

#32 CC(C)NC(=O)NS(=O)(=O)c1cnccc1N1CCCCC1
  A = -1.1% | B = -51% | C = i | D = 1.2 | E = 1% | F = -12% | G = 5% | H = 9% | I = 5% | J = -3.7%

#33 COC(=O)c1ccccc1NC(=O)NCCc1ccccc1OC
  A = -1.4% | B = 4% | C = i | D = 0.2 | E = 0% | F = -26% | G = -3% | H = -16% | I = 10% | J = 2.4%

#34 O=S(=O)(c1cc(C(F)(F)F)ccc1Cl)N1CCN(c2ccccn2)CC1
  A = -0.9% | B = 2% | C = i | D = 0.8 | E = -3% | F = 31% | G = -8% | H = 28% | I = -6% | J = 3.9%

#35 CCOc1cc(S(=O)(=O)N2CCOCC2)ccc1F
  A = -1.7% | B = -12% | C = i | D = 0.7 | E = 8% | F = -7% | G = -9% | H = 26% | I = -2% | J = -1.1%

#36 O=C(CCS(=O)(=O)c1ccccc1)Nc1ccccc1N1CCOCC1
  A = 2.2% | B = -9% | C = i | D = 1.1 | E = 2% | F = 11% | G = -6% | H = -1% | I = -4% | J = -4.0%

#37 Cc1ccc(-c2ccc(SCC(=O)NCC3CCCO3)nn2)cc1 (stereo not drawn)
  A = 7.1% | B = -16% | C = i | D = 1.7 | E = 9% | F = -2% | G = -2% | H = -2% | I = 6% | J = -1.8%

#38 Cc1ccc(C(=O)NCc2ccc3c(c2)OCO3)cc1N1CCCC1=O
  A = -3.7% | B = -18% | C = i | D = 1.0 | E = 0% | F = 10% | G = -4% | H = 13% | I = 2% | J = 6.6%

#39 COc1ccc(CCN(C)C(=O)CNC(=O)Cc2cccc3ccccc23)cc1OC
  A = -0.4% | B = 7% | C = i | D = 1.3 | E = -2% | F = 16% | G = -11% | H = 18% | I = -9% | J = -2.8%

#40 Cc1cccc(C)c1NC(=O)COC(=O)C1C2CC3OC(=O)C1C3C2 (stereo not drawn)
  A = 1.2% | B = -29% | C = i | D = 0.5 | E = 3% | F = -16% | G = -10% | H = -43% | I = -4% | J = 1.1%

#41 CCOC(=O)c1cnc(-n2nc(C)cc2C)nc1Nc1ccccc1OC
  A = -0.5% | B = -36% | C = x | D = x | E = -1% | F = 18% | G = -3% | H = -2% | I = 0% | J = -4.0%

#42 COc1ccc2c(c1OC)C(=O)OC2Nc1ccccn1 (stereo not drawn)
  A = -2.9% | B = -16% | C = i | D = 0.7 | E = -2% | F = -2% | G = 6% | H = -1% | I = -4% | J = -5.4%

#43 Cc1nnc(Sc2c(N)n(C)c(=O)[nH]c2=O)s1
  A = -1.7% | B = -22% | C = i | D = 4.2 | E = -2% | F = 6% | G = -7% | H = 15% | I = 5% | J = -3.8%

#44 CC1(C)CC(NC(=O)c2ccc(Cl)cc2Cl)CC(C)(C)N1
  A = 0.1% | B = -22% | C = i | D = 0.3 | E = 1% | F = 10% | G = -7% | H = 31%[20 µM] | I = -1% | J = -8.3%

Looked up by compound from the entries so far (two):
Key to letters: A = HIV peptide binding; B = NOD1 NF-kB reporter; C = Myeloid diff 2; D = Myeloid diff 2 GFP+ MAC1+ %; E = Siah-1 displacement; F = NOD2 inhibition; G = LYP inhibition; H = KOR beta-arrestin-1; I = Salmonella PhoP GFP; J = KOR beta-arrestin-2
#33 COC(=O)c1ccccc1NC(=O)NCCc1ccccc1OC
  A = -1.4% | B = 4% | C = i | D = 0.2 | E = 0% | F = -26% | G = -3% | H = -16% | I = 10% | J = 2.4%

#39 COc1ccc(CCN(C)C(=O)CNC(=O)Cc2cccc3ccccc23)cc1OC
  A = -0.4% | B = 7% | C = i | D = 1.3 | E = -2% | F = 16% | G = -11% | H = 18% | I = -9% | J = -2.8%

Some entries already given, limited to LYP inhibition.
item	SMILES	LYP inhibition
36	O=C(CCS(=O)(=O)c1ccccc1)Nc1ccccc1N1CCOCC1	-6%
37	Cc1ccc(-c2ccc(SCC(=O)NCC3CCCO3)nn2)cc1 (stereo not drawn)	-2%
38	Cc1ccc(C(=O)NCc2ccc3c(c2)OCO3)cc1N1CCCC1=O	-4%
39	COc1ccc(CCN(C)C(=O)CNC(=O)Cc2cccc3ccccc23)cc1OC	-11%
40	Cc1cccc(C)c1NC(=O)COC(=O)C1C2CC3OC(=O)C1C3C2 (stereo not drawn)	-10%
41	CCOC(=O)c1cnc(-n2nc(C)cc2C)nc1Nc1ccccc1OC	-3%

Arranged by the number under NOD2 inhibition (low to high): 5 from the list above.
cpd	mol	NOD2 inhibition
40	Cc1cccc(C)c1NC(=O)COC(=O)C1C2CC3OC(=O)C1C3C2 (stereo not drawn)	-16%
43	Cc1nnc(Sc2c(N)n(C)c(=O)[nH]c2=O)s1	6%
38	Cc1ccc(C(=O)NCc2ccc3c(c2)OCO3)cc1N1CCCC1=O	10%
36	O=C(CCS(=O)(=O)c1ccccc1)Nc1ccccc1N1CCOCC1	11%
41	CCOC(=O)c1cnc(-n2nc(C)cc2C)nc1Nc1ccccc1OC	18%
